NSD2 block: inhibitors of human NSD2, primary screen, biochemical, plate reader, single point | Histone-lysine N-methyltransferase NSD2 (Homo sapiens), O96028 | NSD2-SET H3K36me1 DELFIA fluorescence | inhibition, % at 12.5 µM | 44,000 compounds, 0.07% hits | AID 624260, 2012; in the data active = inhibition above about 54%, passing the limit was not always enough;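 note: inhibitors reduce the monomethyl H3K36 fluorescence signal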
Active calls of the source: *. A portion of the library; count on the stated rates, not on these rows.

The first 3 entries (preview)
SMILES	NSD2 block
C[C@@H]1CN([C@H](C)CO)C(=O)c2cc(Br)cnc2O[C@H]1CN(C)Cc1ccccc1	1
C[C@H](CO)N1C[C@H](C)[C@@H](CN(C)CC2CCCC2)Oc2ncc(C#C[C@@H](C)O)cc2C1=O	-4
C[C@@H]1CCCCO[C@H](CN(C)Cc2ccc(C(=O)O)cc2)[C@@H](C)CN([C@@H](C)CO)C(=O)c2cc(N(C)C)ccc2O1	1

The whole of this part (from the top)
SMILES	NSD2 block
C[C@@H]1CN([C@H](C)CO)C(=O)c2cc(Br)cnc2O[C@H]1CN(C)Cc1ccccc1	1
C[C@H](CO)N1C[C@H](C)[C@@H](CN(C)CC2CCCC2)Oc2ncc(C#C[C@@H](C)O)cc2C1=O	-4
C[C@@H]1CCCCO[C@H](CN(C)Cc2ccc(C(=O)O)cc2)[C@@H](C)CN([C@@H](C)CO)C(=O)c2cc(N(C)C)ccc2O1	1
CCCC#Cc1ccc2c(c1)O[C@H](CN(C)C)[C@H](C)CN([C@@H](C)CO)S2(=O)=O	-3
Cc1noc(C)c1NC(=O)Nc1ccc2c(c1)C(=O)N([C@@H](C)CO)C[C@@H](C)[C@@H](CN(C)Cc1ccc(C(F)(F)F)cc1)OCCCC[C@@H](C)O2	-9
C[C@H](CO)N1C[C@H](C)[C@H](CN(C)S(=O)(=O)c2cccs2)Oc2c(NC(=O)C3CCCCC3)cccc2C1=O	1
C[C@H]1CN([C@@H](C)CO)C(=O)c2cc(NS(=O)(=O)c3ccc(Cl)cc3)ccc2O[C@@H]1CN(C)S(=O)(=O)c1ccccc1	-3
CCCC#Cc1ccc2c(c1)O[C@@H](CN(C)Cc1ccncc1)[C@@H](C)CN([C@H](C)CO)S2(=O)=O	-46
C[C@@H]1CCCCO[C@H](CN(C)C(=O)c2ccccc2)[C@H](C)CN([C@@H](C)CO)C(=O)c2cc(NC(=O)Nc3ccc(F)cc3)ccc2O1	-3
c1ccc(C(O[C@@H]2CCCN(CCc3ccc4c(c3)OCO4)C2)c2ccccc2)cc1	7
COc1ccc(NC(=O)Nc2cccc3c2O[C@H](CN(C)C(=O)Nc2cccc4ccccc24)[C@@H](C)CN([C@@H](C)CO)C3=O)cc1	1
Cc1ccc(S(=O)(=O)N(C)C[C@@H]2Oc3ccc(NC(=O)CCCCCC(=O)Nc4ccccc4N)cc3C(=O)N([C@@H](C)CO)C[C@H]2C)cc1	-5

Quoted at random: 4 records from the list
SMILES	NSD2 block
C[C@@H]1CN([C@H](C)CO)C(=O)c2cc(Br)cnc2O[C@H]1CN(C)Cc1ccccc1	1
Cc1ccc(S(=O)(=O)N(C)C[C@@H]2Oc3ccc(NC(=O)CCCCCC(=O)Nc4ccccc4N)cc3C(=O)N([C@@H](C)CO)C[C@H]2C)cc1	-5
C[C@H]1CN([C@@H](C)CO)C(=O)c2cc(NS(=O)(=O)c3ccc(Cl)cc3)ccc2O[C@@H]1CN(C)S(=O)(=O)c1ccccc1	-3
C[C@H](CO)N1C[C@H](C)[C@@H](CN(C)CC2CCCC2)Oc2ncc(C#C[C@@H](C)O)cc2C1=O	-4

Further entries follow.
SMILES	NSD2 block
C[C@@H]1CN([C@H](C)CO)C(=O)Cc2cc(NS(C)(=O)=O)ccc2O[C@@H]1CN(C)Cc1ccc2c(c1)OCO2	2
C[C@@H]1CN([C@@H](C)CO)C(=O)c2cc(C#C[C@@H](C)O)cnc2O[C@H]1CN(C)CC1CCCC1	3
C[C@@H]1CN([C@@H](C)CO)C(=O)c2cc(-c3cccc(C#N)c3)cnc2O[C@H]1CN(C)Cc1ccc(F)cc1	1
C[C@H]1CN([C@@H](C)CO)C(=O)c2cc(NS(=O)(=O)c3ccc(Cl)cc3)ccc2O[C@@H]1CN(C)C(=O)Nc1ccc(C(F)(F)F)cc1	-5
CC1(C)CC(=O)c2cc(OCC(=O)NCCN3CCOCC3)ccc2O1	-3
C[C@H]1CN([C@@H](C)CO)C(=O)c2cc(-c3ccc(C#N)cc3)cnc2O[C@@H]1CN(C)Cc1ccccn1	4
C[C@H]1CN([C@@H](C)CO)C(=O)c2cccc(NC(=O)NC3CCCCC3)c2O[C@H]1CN(C)C	4
COC(=O)C1=C/c2ccccc2C(C2CC2)N(Cc2ccc(OC)cc2)/C=C\1C(=O)OC (centres undefined)	5
C[C@@H]1CN([C@H](C)CO)C(=O)c2cc(NC(=O)C3CCCCC3)ccc2O[C@@H]1CN(C)C(=O)Nc1cccc2ccccc12	-1
CC(=O)NCCCC[C@@H]1NC(=O)[C@H]2C[C@@H](C(=O)NCCCCCCN(C)C)[C@@H](c3cccc(OCCO)c3)N2C1=O	7
C/C=C/c1ccc2c(c1)O[C@@H](CN(C)C(=O)Nc1cc(F)ccc1F)[C@@H](C)CN([C@H](C)CO)S2(=O)=O	0
O=C(Nc1ccc2c(c1)OCO2)N[C@@H]1C=C[C@@H](CC(=O)N2CCN(c3ccccc3)CC2)O[C@H]1CO	11
COc1cccc(S(=O)(=O)N(C)C[C@H]2Oc3ncc(C#CCC(C)C)cc3C(=O)N([C@H](C)CO)C[C@H]2C)c1	3
C[C@H](CO)N1C[C@H](C)[C@H](CN(C)Cc2ccc(Oc3ccccc3)cc2)Oc2ccc(NS(C)(=O)=O)cc2CC1=O	-7
C[C@H](CO)N1C[C@H](C)[C@@H](CN(C)CC2CC2)Oc2c(NC(=O)c3cnccn3)cccc2C1=O	-1
CC(C)NC(=O)N(C)C[C@H]1Oc2ccc(NC(=O)Nc3cccc4ccccc34)cc2CC(=O)N([C@@H](C)CO)C[C@H]1C	-4
O=C(C[C@@H]1CC[C@H](NS(=O)(=O)c2ccc(F)cc2)[C@H](CO)O1)NCc1ccc(Cl)c(Cl)c1	4
COc1ccc(NC(=O)N(C)C[C@@H]2Oc3ccc(NS(=O)(=O)c4ccccc4)cc3C(=O)N([C@H](C)CO)C[C@@H]2C)cc1	3
C=CCN1C(=O)[C@]2(O[C@H](CCO)[C@@H]([Si](C)(C)c3ccc(OC)cc3)[C@@H]2C)c2cc(I)ccc21	1
C[C@@H]1CN([C@@H](C)CO)C(=O)Cc2cc(NC(=O)c3ccncc3)ccc2O[C@H]1CN(C)Cc1ccc(-c2ccccc2)cc1	6
Cc1ccc(S(=O)(=O)N(C)C[C@@H]2Oc3ccc(NC(=O)Cn4cnnn4)cc3CC(=O)N([C@@H](C)CO)C[C@@H]2C)cc1	-1
O=C(Nc1ccc2c(c1)[C@H]1C[C@@H](CC(=O)N3CCc4ccccc4C3)O[C@H](CO)[C@H]1O2)c1cccnc1	-2
O=C1O[C@H](c2ccccc2)[C@H](c2ccccc2)N2[C@H]1[C@@H](C(=O)NC[C@H](O)c1ccccc1)[C@]1(C(=O)Nc3ccc(C#CCCO)cc31)[C@H]2c1ccc(OCCO)cc1	-1
CCCN(C)C[C@H]1Oc2cc(-c3ccccc3)ccc2S(=O)(=O)N([C@H](C)CO)C[C@H]1C	0
Cc1cc(SCC(=O)Nc2sc3c(c2C#N)CCCC3)nc2ccccc12	2
CNC[C@H]1Oc2c(NS(C)(=O)=O)cccc2C(=O)N([C@@H](C)CO)C[C@H]1C	-5
C[C@@H]1CCCCO[C@@H](CN(C)S(=O)(=O)c2ccc(F)cc2)[C@@H](C)CN([C@@H](C)CO)C(=O)c2cc(NS(=O)(=O)c3cn(C)cn3)ccc2O1	4
C[C@@H]1CN([C@H](C)CO)C(=O)c2cc(NC(=O)Nc3ccccc3)ccc2O[C@H]1CN(C)Cc1ccc2c(c1)OCO2	-3
CC(C)C#Cc1cnc2c(c1)C(=O)N([C@H](C)CO)C[C@@H](C)[C@H](CN(C)C(=O)Nc1cccc(F)c1)O2	-5
COc1cccc(C#Cc2ccc3c(c2)O[C@@H](CN(C)C(C)=O)[C@@H](C)CN([C@@H](C)CO)S3(=O)=O)c1	-37
CC(C)CC#Cc1ccc2c(c1)O[C@@H](CN(C)C(=O)Cc1ccncc1)[C@@H](C)CN([C@H](C)CO)S2(=O)=O	-3
CN1CCN(C(=O)C[C@@H]2C[C@@H]3c4cc(NC(=O)C5CCC5)ccc4O[C@@H]3[C@@H](CO)O2)CC1	1
COc1cccc(-c2ccc3c(c2)O[C@@H](CN(C)C(=O)c2ccccc2F)[C@H](C)CN([C@@H](C)CO)S3(=O)=O)c1	-4
C[C@@H]1CN([C@@H](C)CO)C(=O)c2cc(NS(=O)(=O)c3ccc(Cl)cc3)ccc2O[C@H]1CN(C)Cc1ccncc1	2
C[C@@H]1CN([C@H](C)CO)C(=O)CCCn2cc(nn2)CO[C@H]1CN(C)CC1CCCC1	7
Cc1noc(C)c1NC(=O)N(C)C[C@H]1OCCCC[C@@H](C)Oc2ccc(NC(=O)C3CCCCC3)cc2C(=O)N([C@H](C)CO)C[C@H]1C	-4
O=C(O)c1cccc(NC(=O)c2ccc(CN3C(=O)c4ccccc4C3=O)cc2)c1	-10
Cc1noc(C)c1S(=O)(=O)N(C)C[C@@H]1Oc2ccc(NC(=O)NC3CCCCC3)cc2CC(=O)N([C@H](C)CO)C[C@H]1C	5
COc1ccc(CN(C)C[C@H]2OCCCC[C@@H](C)Oc3ccc(NC(=O)Nc4cccc5ccccc45)cc3C(=O)N([C@H](C)CO)C[C@H]2C)cc1	1
C[C@H](CO)N1C[C@H](C)[C@@H](CN(C)S(C)(=O)=O)Oc2ccc(NS(=O)(=O)c3ccc(Cl)cc3)cc2C1=O	29
C[C@H](CO)N1C[C@H](C)[C@@H](CN(C)Cc2ccc(Cl)c(Cl)c2)Oc2ccc(NS(C)(=O)=O)cc2C1=O	-319
C[C@H]1CN([C@@H](C)CO)C(=O)Cc2cc(NC(=O)Cc3ccccc3)ccc2O[C@@H]1CN(C)Cc1ccc2c(c1)OCO2	1
O=C(C[C@H]1C[C@@H]2c3cc(NC(=O)Nc4ccc(C(F)(F)F)cc4)ccc3O[C@@H]2[C@@H](CO)O1)NCc1ccccn1	-3
Cc1noc(C)c1NC(=O)N(C)C[C@H]1Oc2cc(C#CCC3CCCC3)ccc2S(=O)(=O)N([C@H](C)CO)C[C@H]1C	-7
CC(C)NC(=O)N(C)C[C@@H]1Oc2cc(C#Cc3ccc(F)cc3)ccc2S(=O)(=O)N([C@H](C)CO)C[C@H]1C	-3
COCC(=O)Nc1ccc2c(c1)[C@H]1C[C@@H](CC(=O)NCc3ccc(Cl)cc3)O[C@H](CO)[C@H]1O2	0
Cc1noc(C)c1NC(=O)N(C)C[C@@H]1Oc2ccc(NC(=O)Cc3cn(C)c4ccccc34)cc2C(=O)N([C@@H](C)CO)C[C@H]1C	0
Cc1ccc(S(=O)(=O)N(C)C[C@H]2Oc3c(NC(=O)Nc4ccc(F)cc4)cccc3C(=O)N([C@@H](C)CO)C[C@H]2C)cc1	-2
Cc1noc(C)c1S(=O)(=O)N(C)C[C@H]1Oc2ccc(NS(=O)(=O)c3ccccc3)cc2CC(=O)N([C@H](C)CO)C[C@@H]1C	8
C[C@@H]1CN([C@@H](C)CO)C(=O)c2cc(NC(=O)CCCN(C)C)ccc2O[C@@H]1CN(C)Cc1ccc(C(=O)O)cc1	-2
C[C@@H]1CN([C@H](C)CO)C(=O)CCCn2cc(nn2)CO[C@@H]1CN(C)C(=O)c1cc(-c2ccccc2)on1	1
CC(=O)NC(Cc1c[nH]c2ccccc12)C(=O)O (centres undefined)	-5
Cc1noc(C)c1NC(=O)Nc1ccc2c(c1)CC(=O)N([C@@H](C)CO)C[C@H](C)[C@@H](CN(C)Cc1ccc(C(=O)Nc3ccccc3N)cc1)O2	3
COc1ccc(NC(=O)Nc2cccc3c2O[C@@H](CN(C)C)[C@@H](C)CN([C@@H](C)CO)C3=O)cc1	6
Cc1noc(C)c1NC(=O)Nc1cccc2c1O[C@@H](CN(C)C(=O)Nc1ccccc1)[C@H](C)CN([C@H](C)CO)C2=O	4
Cc1noc(C)c1S(=O)(=O)Nc1ccc2c(c1)C(=O)N([C@@H](C)CO)C[C@@H](C)[C@@H](CN(C)Cc1ccc(Oc3ccccc3)cc1)O2	12
C[C@@H]1CCCCO[C@@H](CN(C)C(=O)C2CCCCC2)[C@H](C)CN([C@H](C)CO)C(=O)c2cc(N(C)C)ccc2O1	-6
C[C@H]1CN([C@@H](C)CO)C(=O)c2cc(NC(=O)Nc3ccccc3)ccc2O[C@@H]1CN(C)C(=O)Nc1cccc2ccccc12	3
C[C@H]1CCCCO[C@@H](CN(C)C(=O)Nc2ccc(F)cc2)[C@@H](C)CN([C@@H](C)CO)C(=O)c2cc(NS(=O)(=O)c3cccs3)ccc2O1	-5
COCC#Cc1cnc2c(c1)C(=O)N([C@@H](C)CO)C[C@H](C)[C@@H](CN(C)C(=O)Nc1c(C)noc1C)O2	2
The listing continues:
SMILES	NSD2 block
Cc1ccc(S(=O)(=O)Nc2ccc3c(c2)C(=O)N([C@H](C)CO)C[C@H](C)[C@@H](CN(C)C(=O)Nc2ccc4c(c2)OCO4)O3)cc1	5
Cc1ccc(S(=O)(=O)Nc2ccc3c(c2)C(=O)N([C@@H](C)CO)C[C@H](C)[C@@H](CN(C)Cc2ccc(C(F)(F)F)cc2)OCCCC[C@@H](C)O3)cc1	1
C[C@@H]1CN([C@H](C)CO)S(=O)(=O)c2ccc(/C=C/c3ccccc3)cc2O[C@@H]1CN(C)C(=O)c1ccccc1	-1
C[C@@H]1CN([C@@H](C)CO)C(=O)Cc2cc(NC(=O)Nc3cccc4ccccc34)ccc2O[C@H]1CN(C)C(=O)Nc1ccc(C(F)(F)F)cc1	-3
C[C@@H]1CCCCO[C@@H](CN(C)S(=O)(=O)c2cccs2)[C@H](C)CN([C@H](C)CO)C(=O)c2cc(NC(=O)Cc3ccccc3)ccc2O1	-2
CC(C)OC(=O)N(C)C[C@H]1OCc2ccccc2-c2ccccc2C(=O)N([C@H](C)CO)C[C@@H]1C	10
